UBC13 inh: UBC13 polyubiquitin chain formation inhibitors, primary screen, biochemical, TR-FRET, uHTS; inhibition, % at 20 µM; 330,000 compounds, 0.47% hits; AID 485273, 2010; Ubiquitin-conjugating enzyme E2 N (Homo sapiens), P61088; in the data active = inhibition above about 45%, passing the limit was not always enough
SENP7 block: SENP7 protease inhibitors, primary screen, biochemical, luminescence, uHTS; recombinant SENP7, Z-RLRGG-aminoluciferin luminescence, 40 min; inhibition, % at 5 µM; 330,000 compounds, 1.5% hits; AID 434973, 2010;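 active = inhibition above about 50% at the single test dose, limit read from the data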;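 note: plate controls were DMSO with enzyme for no effect and no enzyme buffer wells for full effect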
HKDC1 inh: HKDC1 hexokinase inhibitors, primary screen, biochemical, fluorescence, uHTS; AID 493160, 2011; Q2TB90; 340,000 compounds, 0.16% hits; inhibition, % at 20 µM; recombinant HKDC1, G6PDH/diaphorase resazurin coupled fluorescence;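 active = inhibition above about 35% when tested at 20 µM, limit read from the data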;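 note: plate controls were DMSO wells with enzyme for no effect and DMSO wells lacking enzyme for full effect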
Target sequence (Q2TB90 whole entry, looked up): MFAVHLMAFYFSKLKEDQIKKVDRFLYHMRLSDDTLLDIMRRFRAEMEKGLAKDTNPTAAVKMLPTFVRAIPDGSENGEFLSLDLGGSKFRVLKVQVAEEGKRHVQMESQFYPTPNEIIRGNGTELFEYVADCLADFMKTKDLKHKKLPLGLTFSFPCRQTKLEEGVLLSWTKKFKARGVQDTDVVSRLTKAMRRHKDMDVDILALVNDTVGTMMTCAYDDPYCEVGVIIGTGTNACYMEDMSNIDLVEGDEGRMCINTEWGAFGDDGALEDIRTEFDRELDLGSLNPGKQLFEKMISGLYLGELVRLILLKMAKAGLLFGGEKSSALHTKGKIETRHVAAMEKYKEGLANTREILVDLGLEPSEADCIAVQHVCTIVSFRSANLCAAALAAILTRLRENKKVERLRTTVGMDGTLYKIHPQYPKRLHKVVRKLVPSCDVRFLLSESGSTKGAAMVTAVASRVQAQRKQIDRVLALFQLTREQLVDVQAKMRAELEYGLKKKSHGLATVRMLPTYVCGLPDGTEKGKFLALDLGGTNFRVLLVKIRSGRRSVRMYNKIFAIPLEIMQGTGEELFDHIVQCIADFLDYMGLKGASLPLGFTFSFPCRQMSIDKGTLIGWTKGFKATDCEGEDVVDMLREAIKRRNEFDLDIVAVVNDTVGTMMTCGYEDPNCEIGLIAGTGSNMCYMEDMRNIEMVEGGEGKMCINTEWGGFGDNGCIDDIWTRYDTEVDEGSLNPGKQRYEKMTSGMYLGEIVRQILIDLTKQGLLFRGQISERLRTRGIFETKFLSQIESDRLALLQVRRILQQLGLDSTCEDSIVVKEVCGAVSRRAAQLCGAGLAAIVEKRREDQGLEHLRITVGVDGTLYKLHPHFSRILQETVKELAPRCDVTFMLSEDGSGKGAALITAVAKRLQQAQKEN
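Assay system: recombinant HKDC1 hexokinase; detection: coupled resazurin fluorescence, excitation 525 nm, emission 613 nm; benchmarks: DMSO-plus-enzyme-mix negative control, buffer-substituted positive control; compound dosing: single 20 µM dose; schedule: 90 min at room temperature in dark; also added: glucose plus 1 mM ATP as hexokinase substrates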
PfGluPho inh: PfG6PD enzyme inhibitors, primary screen, biochemical, fluorescence intensity, uHTS. glucose-6-phosphate dehydrogenase-6-phosphogluconolactonase (Plasmodium falciparum 3D7). PfGluPho enzyme, NADPH resazurin-diaphorase fluorescence. inhibition, % at 20 µM. 350,000 compounds, 0.78% hits;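 active = inhibition reaching at least a set limit at 20 µM in the primary screen, cut at about 59% in these data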;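 note: 0% = DMSO wells with substrate and 100% = DMSO wells lacking glucose-6-phosphate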
SENP8 block-1: SENP8 protease inhibitors, primary screen, biochemical, luminescence; Sentrin-specific protease 8 (Homo sapiens), Q96LD8; purified SENP8, Z-RLRGG-aminoluciferin cleavage; inhibition, % at 10 µM; 330,000 compounds, 1.2% hits; AID 2540, 2010; in the data active = inhibition above about 50%
Target sequence (Q96LD8 whole entry, looked up): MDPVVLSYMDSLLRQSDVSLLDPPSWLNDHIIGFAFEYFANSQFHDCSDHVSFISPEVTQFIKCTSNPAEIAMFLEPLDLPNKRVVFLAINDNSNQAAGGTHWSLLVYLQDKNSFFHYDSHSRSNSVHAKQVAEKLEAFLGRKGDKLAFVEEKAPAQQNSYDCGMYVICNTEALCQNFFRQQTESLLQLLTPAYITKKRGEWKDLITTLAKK
SENP6 block: SENP6 protease inhibitors, primary screen, biochemical, luminescence, uHTS | Sentrin-specific protease 6 (Homo sapiens), Q9GZR1 | Recombinant SENP6 catalytic domain, aminoluciferin luminescence | inhibition, % at 10 µM | 330,000 compounds, 1.8% hits | AID 2599, 2010;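 active = inhibition above about 50% at the single tested dose, limit read from the data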;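 note: plate controls were DMSO wells with enzyme for no effect and DMSO wells lacking enzyme for full effect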
SENP8 block-2: human SENP8 protease inhibitors, primary screen, biochemical, fluorescence, Nedd8 protein substrate, uHTS; inhibition, % at 20 µM; AID 602440, 2012; recombinant SENP8; 360,000 compounds, 0.64% hits; in the data active = inhibition mostly above about 40%, no sharp cut-off; inactive = mostly below about 27%
SENP1 FRET inh: human SENP1 catalytic domain inhibitors, primary screen, biochemical, FRET, uHTS; inhibition, % at 10 µM; 360,000 compounds, 0.21% hits; recombinant SENP1 catalytic domain, CyPet-SUMO1-YPet FRET cleavage; Sentrin-specific protease 1 (Homo sapiens), Q9P0U3;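 active = inhibition at least 30% at 10 µM, raw YFP signal under a set limit, fluorescence ratio 0.5 to 1.5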;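 note: 0% = enzyme with DMSO and 100% = no enzyme wells; some results filed as inactive read as strong as hits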
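material = recombinant human SENP1 catalytic domain, His6-tagged | quantity = 20 pM enzyme | reagent = 25 nM SUMO1 FRET substrate | compound dosing = 10 µM single point, 0.5% DMSO | timing = 50 min enzyme reaction, room temperature, light-protected | detection = FRET, CFP and YFP emission | control set = no-enzyme low, enzyme-DMSO high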
MIN6 prolif: inducers of MIN6 beta-cell proliferation, primary screen, ATP luminescence, uHTS. 330,000 compounds, 0.29% hits. MIN6 cells proliferation, ATPlite luminescence, 48 h; cells starved in 0.2% serum; 100% = growth in 10% serum. proliferation, % at 10 µM;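 active = compounds whose signal lies at least 3.5 SD above the mean of all wells on their plate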;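 note: 0% = DMSO-treated cells in low-serum medium and 100% = 10% serum control; some compounds called inactive have numbers as strong as hits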
The depositor's hits bear a star; i = inactive; · = no result given. Compounds were not picked by outcome; about 4% have a hit in one of these screens.

SMILES	UBC13 inh	SENP7 block	HKDC1 inh	PfGluPho inh	SENP8 block-1	SENP6 block	SENP8 block-2	SENP1 FRET inh	MIN6 prolif
O=C(Cn1ncc(Cl)c(Cl)c1=O)N1CCN(S(=O)(=O)c2ccc3ccccc3c2)CC1	-24	-4	13	19	-10	-7	7	0	-6
CCNC(=O)COC(=O)c1ccc(-c2nc3ccccc3s2)s1	14	99*	-5	-21	96*	96*	-388	-3	1
COc1ccc(OC(=O)C2CC(=O)N(c3ccc(C)cc3)C2)cc1 (stereo not drawn)	-10	-4	-6	-7	-13	-6	9	-1	-2
N#CC1(Cc2ccc([N+](=O)[O-])cc2)c2ccccc2C=CN1C(=O)c1ccccc1 (stereo not drawn)	-1	5	4	-4	-7	-7	20	1	-1
CCCCn1cnc2c1c(=O)n(C)c(=O)n2C	14	4	-4	3	-2	10	13	1	0
Cc1nc([N+](=O)[O-])c(N2CCN(C)CC2)n1Cc1ccccc1	3	3	-3	-20	-1	0	17	-2	-1
CCOC(=O)C1CCCN(C(=O)c2cc(-c3ccncc3)nc3ccccc23)C1 (stereo not drawn)	-1	7	-1	2	-2	-12	6	-3	-3
COCCNC(=O)CN(C(=O)CCC(=O)Nc1ccccn1)c1ccc(F)cc1	8	-7	-10	8	-6	-18	18	1	2
O=C1CC(N2CCN(c3nc4ccccc4s3)CC2)C(=O)N1c1ccc(F)cc1 (stereo not drawn)	-5	0	0	-2	-2	0	21	0	-2
COc1ccc2oc(N)nc2c1	·	·	-6	-4	·	·	6	1	·
COc1ccc(S(=O)(=O)N2CCN(C(=O)CN3C(=O)NC4(CCCC4)C3=O)CC2)cc1	4	0	-3	1	-4	-13	-3	-1	4
CCCCNCCCOc1ccc(C)cc1Br	2	-4	-6	-5	-1	17	0	3	-3
c1ccc2c(N3CCOCC3)c3c(nc2c1)CCC3	-12	3	-1	7	-9	18	-14	-7	-1
O=c1oc2ccccc2n1Cc1ccccc1F	7	-1	-2	-7	3	-7	19	10	2
O=C(CSC1=Nc2ccccc2C2=NC(CC(=O)NCc3ccco3)C(=O)N12)NCC1CCCO1 (stereo not drawn)	-4	5	1	22	3	6	-126	-8	-3
O=C(NCC(=O)N1CC=C(c2ccccc2)CC1)c1ccc(F)cc1	20	-11	-2	15	-2	-5	-1	0	0
OCCCNC(=S)Nc1ccc2nccnc2c1	-24	3	2	27	-10	10	-316	12	0
COc1ccc(NCC(=O)Nc2ccc(Cl)cc2C)c(OC)c1	-12	5	4	40	-2	12	4	3	-4
COc1ccc(OC2CCN(S(=O)(=O)c3cccc(F)c3)CC2)cc1	0	-6	1	-4	-6	-21	10	1	-2
O=C(NC1CCN(Cc2ccccc2)CC1)C1COc2ccccc2O1 (stereo not drawn)	3	8	-4	-9	6	12	11	2	0
O=C(CCN1C(=O)c2ccccc2C1=O)Oc1ccc2ccccc2c1	12	-3	-1	-5	-5	-20	22	0	-1
Cc1nccn1-c1ccc(C(F)(F)F)cc1NC=O	-5	9	-7	-10	2	-14	3	-2	-1
CN(C)c1ccc(C(CC(=O)c2ccccc2)C2CCCCC2=O)cc1 (stereo not drawn)	-5	14	0	5	-2	-4	16	-2	-3
Cc1cc(Cl)ccc1OCc1nc(-c2ccc(O)cc2)n[nH]1	-3	5	3	-3	2	-4	9	-1	-5
CCC(C)(C(=O)NC1CCCC1)N(C(=O)CC1NC(=O)NC1=O)c1ccc(C)cc1 (stereo not drawn)	6	2	-4	11	1	7	12	1	-2
Cc1c(C(=O)NCCc2ccc3c(c2)OCCO3)oc2ccccc12	-4	9	4	5	3	-2	17	-2	-4
COc1cccc(C(=O)NCc2cccnc2)c1	6	1	0	1	-2	-27	12	2	-1
Cc1ccc(OCCn2cnc3c(N)ncnc32)cc1	10	4	4	-8	8	-6	16	0	0
O=C1C=C(c2cc(F)ccc2F)C[C@@H](c2ccc(F)cc2)C1	-8	-8	-2	-10	-7	-19	12	3	-2
O=C(CN1C(=O)CCSc2ccccc21)Nc1ccc2c(c1)OCO2	-6	0	-5	-14	1	-7	13	0	-4

A stretch from the list above, for reference:
SMILES	UBC13 inh	SENP7 block	HKDC1 inh	PfGluPho inh	SENP8 block-1	SENP6 block	SENP8 block-2	SENP1 FRET inh	MIN6 prolif
Cc1nccn1-c1ccc(C(F)(F)F)cc1NC=O	-5	9	-7	-10	2	-14	3	-2	-1
CN(C)c1ccc(C(CC(=O)c2ccccc2)C2CCCCC2=O)cc1 (stereo not drawn)	-5	14	0	5	-2	-4	16	-2	-3
Cc1cc(Cl)ccc1OCc1nc(-c2ccc(O)cc2)n[nH]1	-3	5	3	-3	2	-4	9	-1	-5

Continued.
SMILES	UBC13 inh	SENP7 block	HKDC1 inh	PfGluPho inh	SENP8 block-1	SENP6 block	SENP8 block-2	SENP1 FRET inh	MIN6 prolif
CC1CCN(C(=O)Cn2nnc(-c3ccc(N)cc3)n2)CC1	-1	-4	-7	0	16	7	14	0	0
CCCOC(=O)C1=C(C)NC2=C(C(=O)CCC2)C1c1ccc(N(C)C)cc1 (stereo not drawn)	4	-8	4	0	-1	-14	-331	-6	-3
CCC(C)Sc1nnc(CSc2nc(C)cc(C)n2)n1C (stereo not drawn)	-6	11	4	0	0	13	11	2	-2
Cc1cc(NC(=O)CCC(=O)N(CC(=O)NC2CCCC2)Cc2ccc3c(c2)OCO3)no1	-4	-1	-11	8	2	1	11	0	0
NC(=O)CSCc1cccc(Br)c1	4	5	-3	15	1	-6	24	1	-2
CN(C)C(=O)CCc1ccc2c3c([nH]c2c1)[C@]1(CCC2CCCC2)[C@@H](C(=O)N2CCOCC2)C[C@H](CC(=O)NCc2cccc(C(F)(F)F)c2)C(=O)N1CC3	·	-4	2	31	·	·	12	-1	·
COc1ccc(-c2c(-c3cccc(C)c3)oc3ccc(-c4ccc5c(c4)OCO5)cc23)cn1	13	10	0	-3	4	-9	i	5	-7
CCn1c(CC(=O)Nc2ccc(C)cc2)nnc1SCC(=O)N1CCOCC1	-3	-2	-6	-1	-7	-11	-2	0	-3
CC1=C(C(N)=O)C(c2cccs2)NC(=S)N1 (stereo not drawn)	-6	-3	-8	8	2	-9	18	4	-2
CCC(=O)Nc1cc(-c2nn3c(C)nnc3s2)ccc1C	0	3	-3	1	-4	0	-7	-12	-3
CCc1ccccc1NC(=S)N(Cc1ccc(C(=O)O)cc1)Cc1ccc(OC)c(OC)c1	2	-2	5	-11	1	-5	11	2	-1
CC1(C)CC(=O)C(C=NCC2CCN(C(=O)Nc3ccc(Cl)c(Cl)c3)CC2)=C(O)C1	7	-3	-1	-11	1	-26	31	3	0
Cc1ccc(NC(=O)NC2=NN(c3ccccc3)C(=O)/C2=C2/CCCN2C)cc1	-16	-8	9	12	-7	-3	-1	2	-1
O=C(Cn1c(=O)oc2cc(S(=O)(=O)N3CCCCC3)ccc21)N1CCCCC1	-7	1	-6	-15	0	-3	14	5	-1
c1ccc(Nc2ncnc3sccc23)cc1	1	-2	-4	0	-7	-24	-39	-128	-1
CCn1nnc(-c2ccccc2NC(=O)c2ccc(-n3cnnn3)cc2)n1	15	-9	14	-2	-1	-14	2	1	0
OC(C#CCN1CCCC1)(c1ccccc1)c1cccc(F)c1 (stereo not drawn)	5	-8	-9	-5	-14	-18	21	-1	0
CNC(=O)C(=O)NCC1OCCN1S(=O)(=O)c1ccc(C)cc1 (stereo not drawn)	3	-7	-8	6	1	-9	-2	0	-1
CC(OC(=O)c1cc2ccccc2o1)C(=O)Nc1ccc(N2CCOCC2)cc1 (stereo not drawn)	-27	-4	-2	3	-9	-13	10	2	-3
CCCCCCCSc1nnc(-c2ccccc2N)c(=O)[nH]1	1	-1	-9	3	4	27	10	10	-3
NC(=O)c1snnc1-c1ccccc1	0	6	0	-1	-10	-15	13	2	-1
O=C(N/N=C/c1ccc(OCC(=O)N2CCOCC2)cc1)c1ccccc1Cl	-6	-6	0	-3	-3	6	11	-1	-2
CCOc1ccc(NC(=O)CSc2ccccc2N)cc1	1	-1	15	-14	-3	-7	10	0	0
CN(C(=O)c1cccc(NC(=O)Cc2cccc(NC(=O)C3CCCN(C(=O)C4CCCC4)C3)c2)c1)C1CCC1 (stereo not drawn)	·	·	4	-14	·	·	5	0	·
CNC(=S)Nc1ccc(N2CCN(c3ccc(C(F)(F)F)cn3)CC2)nc1	4	0	7	-5	-3	-11	-5	-1	1
CCOc1ccc(N2C(=O)CC(Sc3nc(C)cc(C)n3)C2=O)cc1 (stereo not drawn)	0	0	-8	-11	-3	10	9	3	-3
COc1ccc(CN(C)C(=O)c2ccc3ccccc3n2)cc1F	-5	-7	-6	-3	-7	-12	15	0	0
COc1ccc(CC(=O)N2CCN(C(=O)Cc3ccc(OC)cc3)CC2)cc1	0	0	-6	7	-8	-4	-17	1	0
CCCOc1ccc(CNC(=O)CCC(=O)n2ncc3cc(C)ccc32)cc1	-9	-8	-7	4	-15	-20	12	0	-4
Cc1nn(-c2ccccc2)c(C)c1C(=O)NCCc1ccccc1	4	2	-6	-22	-7	-16	4	-4	-3

Gathered by group: the entries above with a nitro group on carbon
SMILES	UBC13 inh	SENP7 block	HKDC1 inh	PfGluPho inh	SENP8 block-1	SENP6 block	SENP8 block-2	SENP1 FRET inh	MIN6 prolif
N#CC1(Cc2ccc([N+](=O)[O-])cc2)c2ccccc2C=CN1C(=O)c1ccccc1 (stereo not drawn)	-1	5	4	-4	-7	-7	20	1	-1
Cc1nc([N+](=O)[O-])c(N2CCN(C)CC2)n1Cc1ccccc1	3	3	-3	-20	-1	0	17	-2	-1

Other structures.
SMILES	UBC13 inh	SENP7 block	HKDC1 inh	PfGluPho inh	SENP8 block-1	SENP6 block	SENP8 block-2	SENP1 FRET inh	MIN6 prolif
CCOCCCNC(=O)C1(O)c2cc(Br)ccc2NC(=O)N1c1ccc(C)c(C)c1 (stereo not drawn)	2	8	-4	-6	-2	16	24	3	-2
C[C@]12c3[nH]c4ccc(Cl)cc4c3CCN1C(=O)[C@@H](CC(=O)NCCC1=CCCCC1)C[C@@H]2C(=O)N1CCCCC1	·	3	-6	7	·	·	10	1	·
Cc1nc2ccc(NC(=O)N(C(C)C)C(C)C)cc2s1	-5	6	3	9	-1	9	-26	-7	1
O=C(NCCN1C(=O)S/C(=C/c2cccnc2)C1=O)c1cccs1	1	0	4	19	10	-3	10	-4	-5
Cc1cccc(C(=O)N2CCN(S(=O)(=O)c3ccc4c(c3)OCCCO4)CC2)c1[N+](=O)[O-]	-3	-6	-8	3	-3	-16	-2	0	-6
CCC(C)NS(=O)(=O)c1ccc(S(=O)(=O)N(CCc2ccc(OC)c(OC)c2)Cc2cccs2)cc1 (stereo not drawn)	5	0	5	2	0	19	25	3	-5
Cc1cccnc1NC1(C(F)(F)F)N=C(c2ccccc2)NC1=O (stereo not drawn)	12	7	0	6	2	-6	9	2	-3
O=C(O)c1ccc(CSCc2c(F)cccc2Cl)o1	13	3	-11	-24	6	1	10	-2	-1
COc1ccc(-c2cn3cc(Cl)ccc3n2)cc1OC	11	6	-2	133*	1	2	-271	3	-4

Screening data (PubChem BioAssay)
